NOD2 inhibition = inhibition of NOD2-driven NF-kB reporter – cell-based, luminescence, uHTS, HEK293 (AID 1566). HEK293 NOD2/NF-kB luciferase reporter, luminescence; higher % means a stronger effect. inhibition, % at 4 µM; hits with a dose series show EC50 in µM. 290,000 compounds, 0.63% hits; in the data active = inhibition above about 50%; note: many of its hits are not listed in these tables
Hep lipid drop = hepatic lipid droplet formation modulation; AML12 mouse hepatocytes, oleate lipid droplets, BODIPY imaging; 240,000 compounds, 0.4% hits; inhibition, % at 6.5 µM; AID 1656;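 active = lipid droplet intensity inhibited by at least 50%, with more than 500 cells counted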
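Assay system: AML12 hepatocytes (mouse) / Also added: 100 µM oleic acid challenge / Times: overnight treatment with compound plus oleate / Detection: high-content imaging of BODIPY-stained droplets and DAPI nuclei / Evaluation: % inhibition of lipid droplet signal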
Hep lipid drop cells 6.5 µM = recorded beside Hep lipid drop, whose call it bears; cell count; measured here: cell count, cytotoxicity flag;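 cells counted across two imaged fields per well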
Active calls of the source: *; · = no result given. The list is partial, so the mix of outcomes need not match the whole.

SMILES	NOD2 inhibition	Hep lipid drop	others
CCCCCC(=O)N[C@@H](c1ccccc1)[C@@H](O)C(=O)O[C@H]1C[C@@]2(O)[C@@H](OC(=O)c3ccccc3)C3[C@](C)(C(=O)[C@H](OC(C)=O)C(=C1C)C2(C)C)[C@@H](O)C[C@H]1OC[C@@]31OC(C)=O (some centres not stated)	-19%	·
c1ccc(CN2CCN(Cc3c[nH]c4ccccc34)CC2)cc1	14%	·
Cc1c(O)ccc2c(-c3ccccc3)cc(=O)oc12	4.7µM*	·
N#Cc1ccncc1Sc1ccc(Cl)cc1	0%	·
N#CCN1C(=O)C(=O)N(Cc2cccc(C(F)(F)F)c2)C1=O	-4%	·
CS(=O)(=O)Nc1ccc(C2=NN(C(=O)c3cccc(F)c3)C(c3cccs3)C2)cc1 (configuration not stated)	16%	·
C=CCOc1ccc(C(c2c(C)n(C)n(-c3ccccc3)c2=O)c2c(C)n(C)n(-c3ccccc3)c2=O)cc1	-10%	·
COc1ccc(-c2ccc(C(=O)C3CC3)cc2)cc1	-97%	·
COc1cccc(OCC(=O)O/N=C(\N)c2ccncc2)c1	-5%	·
Cc1ccc(Nc2nc(-c3ccc(F)cc3)cs2)nc1	-112%	·
CCCN(C(=O)Cc1c(C(=O)O)n(C)c2ccccc12)c1cccc(C)c1	1%	·
Cc1nc2ccccc2c(=O)n1CCc1ccccc1	-15%	·
CC(Oc1ccc2c(-c3ccccc3)cc(=O)oc2c1)C(=O)N1CCC[C@@H]1C(N)=O (some centres not stated)	-7%	·
Cc1ccc(N(CC(=O)NC(C)C)C(=O)CCC(=O)Nc2nccs2)cc1C	-10%	·
COc1cccc(NC(=O)C2C3C=CC(C3)C2C(=O)O)c1 (configuration not stated)	6%	·
Cc1cc(C)c(-n2c(SCC(=O)N3CCOCC3)n[nH]c2=O)c(C)c1	-2%	·
O=C(O)CCC(=O)N1N=C(c2cccs2)CC1c1cccc([N+](=O)[O-])c1 (configuration not stated)	-8%	·
CCC(CC)c1nnc(NC(=O)CC(C)c2ccccc2)s1 (configuration not stated)	15%	·
COc1ccc(NC(=O)C2CCCN(S(C)(=O)=O)C2)cc1OC (configuration not stated)	10%	·
CC(Cc1nnc(SCC(=O)O)n1N)c1ccccc1 (configuration not stated)	-18%	·
NC(=O)COc1ccccc1C1=NO[C@@](CC(=O)O)(C(=O)Nc2ccc3c(c2)OCCO3)C1	-6%	·
CCOc1ccc(CN2C(=O)c3ccccc3C2=O)cc1C(=O)O	4%	·
Cc1c(CCO)c(=O)n2c([nH]c3ccccc32)c1C#N	8%	·
Cc1ccccc1N1C(=O)C2C3CCC(O3)C2C1=O (configuration not stated)	8%	·
CN1C2CCC1CC(NC(=O)c1cccc(C(F)(F)F)c1)C2 (configuration not stated)	-10%	·

More compounds follow.
SMILES	NOD2 inhibition	Hep lipid drop	others
COc1ccc(OCc2cc(=O)[nH]c3ccccc23)cc1	18%	·
Clc1ccc(CNc2ncccn2)cc1	13%	·
CCCc1cc(=O)oc2cc(OCC(=O)NC(Cc3ccc(Cl)cc3)C(=O)O)ccc12 (configuration not stated)	15%	·
O=C(Nc1c(-c2ccccc2)nc2ccccn12)c1cccc(F)c1	3%	·
O=C(Nc1ccccc1Oc1ccccc1)c1cccs1	15%	·
COc1ccc(OC)c(C(=O)Cn2cnc3ccccc3c2=O)c1	9%	·
N#Cc1ccc2[nH]c(CO)c(-c3ccccc3)c2c1	20%	·
CC1(C)CC(=O)N(c2cc(Cl)ccc2Cl)C(=O)C1	-5%	·
CC(CCc1ccccc1)NC(=O)c1cccc(F)c1 (configuration not stated)	-19%	·
Cc1ccnc(NC(=O)c2ccccc2NC(=O)c2ccccc2)c1	12%	·
COC(=O)C1=C(C)N(CC2CC2)C(=NCc2cc(OC)c(OC)c(OC)c2)N[C@H]1c1ccccc1	-9%	·
COc1nnc(-c2ccc(C)c(S(N)(=O)=O)c2)c2ccccc12	19%	·
O=c1c2ccccc2oc2cc(NCCCn3ccnc3)ccc12	-63%	·
O=C(CSc1n[nH]c(=O)n1-c1ccccc1)N1CCOCC1	-17%	·
Cc1ccc(OCCSc2nc3ccccc3n2CC(=O)O)c(C(C)C)c1	10%	·
CCn1cc(C(=O)N(C)c2ccccc2F)c2cc(OC)c(OC)cc2c1=O	0%	·
CCOC(=O)[C@@H]1[C@H]2COc3ccccc3[C@H]2N2C(=O)N(c3ccccc3)C(=O)[C@]12C	-6%	·
c1ccc(CN2CCN(c3nc4ccccc4s3)CC2)cc1	-143%	·
CCN(C(=O)c1cc2c(=O)n3ccccc3nc2s1)C1CCCCC1	0%	·
Cc1ccc(CNc2ccc(N3CCOCC3)cc2)cc1	-20%	·
CCN1CCN(C(=O)c2[nH]c3ccc(OC)cc3c2C)CC1	-25%	·
C=C1CCC[C@]2(C)C[C@H]3OC(=O)C(CNCCN(CC)CC)[C@H]3CC12 (some centres not stated)	2%	·
Cc1ccc(-c2ocnc2C(=O)N2CCOCC2)cc1	17%	·
OC(CNCCc1ccc(C(F)(F)F)cc1)COC(c1ccccc1)c1ccccc1 (configuration not stated)	3%	·
O=C(COc1cc2oc(=O)cc(-c3ccccc3)c2cc1Cl)NC(Cc1c[nH]c2ccc(O)cc12)C(=O)O (configuration not stated)	8%	·

An excerpt from above in order of molar mass, rising.
SMILES	NOD2 inhibition	Hep lipid drop	others
Clc1ccc(CNc2ncccn2)cc1	13%	·
N#Cc1ccncc1Sc1ccc(Cl)cc1	0%	·
Cc1c(O)ccc2c(-c3ccccc3)cc(=O)oc12	4.7µM*	·
Cc1nc2ccccc2c(=O)n1CCc1ccccc1	-15%	·
Cc1ccc(-c2ocnc2C(=O)N2CCOCC2)cc1	17%	·
COc1ccc(OCc2cc(=O)[nH]c3ccccc23)cc1	18%	·
Cc1ccc(Nc2nc(-c3ccc(F)cc3)cs2)nc1	-112%	·
CC(Cc1nnc(SCC(=O)O)n1N)c1ccccc1 (configuration not stated)	-18%	·
COc1cccc(OCC(=O)O/N=C(\N)c2ccncc2)c1	-5%	·
c1ccc(CN2CCN(Cc3c[nH]c4ccccc34)CC2)cc1	14%	·
c1ccc(CN2CCN(c3nc4ccccc4s3)CC2)cc1	-143%	·
N#CCN1C(=O)C(=O)N(Cc2cccc(C(F)(F)F)c2)C1=O	-4%	·
CN1C2CCC1CC(NC(=O)c1cccc(C(F)(F)F)c1)C2 (configuration not stated)	-10%	·
O=C(CSc1n[nH]c(=O)n1-c1ccccc1)N1CCOCC1	-17%	·
CCOc1ccc(CN2C(=O)c3ccccc3C2=O)cc1C(=O)O	4%	·
Cc1ccnc(NC(=O)c2ccccc2NC(=O)c2ccccc2)c1	12%	·
C=C1CCC[C@]2(C)C[C@H]3OC(=O)C(CNCCN(CC)CC)[C@H]3CC12 (some centres not stated)	2%	·
CCCN(C(=O)Cc1c(C(=O)O)n(C)c2ccccc12)c1cccc(C)c1	1%	·
CCCc1cc(=O)oc2cc(OCC(=O)NC(Cc3ccc(Cl)cc3)C(=O)O)ccc12 (configuration not stated)	15%	·
COC(=O)C1=C(C)N(CC2CC2)C(=NCc2cc(OC)c(OC)c(OC)c2)N[C@H]1c1ccccc1	-9%	·
O=C(COc1cc2oc(=O)cc(-c3ccccc3)c2cc1Cl)NC(Cc1c[nH]c2ccc(O)cc12)C(=O)O (configuration not stated)	8%	·
CCCCCC(=O)N[C@@H](c1ccccc1)[C@@H](O)C(=O)O[C@H]1C[C@@]2(O)[C@@H](OC(=O)c3ccccc3)C3[C@](C)(C(=O)[C@H](OC(C)=O)C(=C1C)C2(C)C)[C@@H](O)C[C@H]1OC[C@@]31OC(C)=O (some centres not stated)	-19%	·

More structures.
SMILES	NOD2 inhibition	Hep lipid drop	others
Cc1ccc(CN2CCN(c3cccc4[nH]ccc34)CC2)cc1	11%	·
Cc1csc(NC(=O)c2ccc3ccccc3n2)n1	-99%	·
Cc1ccc(CNC(=O)Cc2ccc(Br)cc2)cc1	-34%	·
O=C(Nc1ccnn1C1CCN(Cc2cc3ccccc3[nH]2)CC1)C1CCOC1 (configuration not stated)	11%	·
CCOc1ccc(NC(=O)C(CC(=O)O)Cc2ccc(C)cc2)cc1 (configuration not stated)	15%	·
c1cc2cc(-c3c(-c4ccc5c(c4)OCO5)noc3-c3ccsc3)ccc2[nH]1	-83%	·
COC(=O)C(NS(=O)(=O)c1cccc(S(=O)(=O)NC(C(=O)OC)c2ccccc2)c1)c1ccccc1 (configuration not stated)	-7%	·
COc1ccccc1CNC(=O)[C@H](Cc1c[nH]c2ccccc12)NC(=O)[C@@H]1Cc2ccccc2CN1	3%	·
CC(=O)Nc1ccc(/C=C/c2nc3ccccc3o2)cc1	-133%	·
CCCN1CCC(=O)N([C@H](CN=[N+]=[N-])Cc2ccccc2)CC1	1%	·
COC(=O)CSc1nc2nc(-c3cccs3)cc(C(F)(F)F)c2c(=O)[nH]1	0%	·
C[C@H](NC(=O)c1cc2c([nH]c3ccccc32)c(-c2ccccc2)n1)C(=O)O	5%	·
COc1cccc(C(=O)N2CCN(C3CCCCC3)CC2)c1	-4%	·
S=c1nc(-c2ccccc2)n(-c2ccccc2)[nH]1	-8%	·
CCOCCC(=O)Nc1nnc(CCc2ccccc2)s1	-2%	·
O=C(C1CCCCC1)N1CCC(O)(c2ccc(Cl)cc2)CC1	-4%	·
O=C(CSc1n[nH]c(=O)n1Cc1ccco1)c1ccc2c(c1)OCCO2	-18%	·
CNC(=S)N(CCc1c(C)[nH]c2ccccc12)Cc1cccnc1	6%	·
Cc1ccc(N2C(=O)CC(C)(C)CC2=O)cc1Cl	10%	·
O=C(NNC(=O)c1ccccc1O)c1cccc(Br)c1	-4%	·
CCCOc1ccc2c(c1)C(=NN=C(N)N)c1cc(OCCC)ccc1-2	16%	·
Cc1ccc(S(=O)(=O)NC(Cc2ccccc2)C(=O)NN)cc1 (configuration not stated)	9%	·
NC(=O)c1ccc2c(=O)c(O)c(-c3cc(Cl)c(N)c(Cl)c3)[nH]c2c1	2%	·
CCN(Cc1ccccc1)C(=O)c1cc2cc(OC)c(OC)cc2[nH]1	6%	·
CC1C(=O)C(C)C(c2cc(Cl)ccc2O)NC1c1cc(Cl)ccc1O (configuration not stated)	21%	·

Following part.
SMILES	NOD2 inhibition	Hep lipid drop	others
CCCC(=O)NC(c1ccccc1Cl)c1ccc2cccnc2c1O (configuration not stated)	42%	·
CCc1c(C2(O)CCCCC2)[nH]c2c(C(=O)OC)cc(Cl)cc12	16%	·
Cc1ccc(NC(=O)[C@@H]2CCC(=O)N2C2OC(=O)c3ccccc32)cc1Cl (some centres not stated)	7%	·
CCC(=O)Nc1nc(C)c(-c2csc(Nc3cccc(O)c3)n2)s1	-37%	·
COc1ccc(CCNC(=O)CCNC(=O)c2ccc([N+](=O)[O-])cc2)cc1	-8%	·
Cc1cnc2c(c1)C(=O)c1ccccc1-2	-6%	·
COc1ccc(Nc2cc(Sc3ccc(OC)cc3)ncn2)cc1	55%*	·
O=C(CC(Sc1ccc(Br)cc1)C(=O)O)c1ccc(Br)cc1 (configuration not stated)	18%	·
O=C(CN(Cc1ccccc1Cl)C(=O)CN1C(=O)CSc2ccccc21)NC1CC1	8%	·
COCCNC(=O)/C(C#N)=C/c1c(N2CCN(c3ccc(OC)cc3)CC2)nc2c(C)cccn2c1=O	19%	·
O=C(NCCOc1ccc(Cl)cc1)c1ccco1	-17%	·
CC(C)n1c(SCC(=O)N2CCCCC2)nc2c1c(=O)n(C)c(=O)n2C	·	-11	Hep lipid drop cells 6.5 µM=850
COc1cc(Br)cc(/C=C/c2ccc3cccc(O)c3n2)c1O	·	-5	Hep lipid drop cells 6.5 µM=407
C/C(=N\NC(=O)c1cc2ccccc2cc1O)c1ccccn1	·	-47	Hep lipid drop cells 6.5 µM=523
O=C(CCCN1C(=O)/C(=C/c2cccs2)SC1=S)Nc1cccc(O)c1	·	-4	Hep lipid drop cells 6.5 µM=827
CC(=O)Nc1ccc2nc(NC(=O)c3ccc([N+](=O)[O-])o3)sc2c1	·	-8	Hep lipid drop cells 6.5 µM=747
CCN(CC)CCNC(=O)c1ccc(NC(=O)C2CCN(c3ncnc4sc(C)c(C)c34)CC2)cc1	·	2	Hep lipid drop cells 6.5 µM=678
CCN(CC)c1nc(N2CCOCC2)nc2ccccc12	·	6	Hep lipid drop cells 6.5 µM=828
CN1CCN(c2ccc(C(CC(N)=O)NC(=O)c3ccccc3)cc2[N+](=O)[O-])CC1 (configuration not stated)	·	15	Hep lipid drop cells 6.5 µM=851
Cc1cccc(N2CCN(C(=O)C3CCN(c4ncnc5c4nc4n5CCCCC4)CC3)CC2C)c1 (configuration not stated)	·	12	Hep lipid drop cells 6.5 µM=712
COc1cc(/C=C/c2ccc3cccc(O)c3n2)cc(Cl)c1OC	·	-1	Hep lipid drop cells 6.5 µM=386

Source: PubChem (Sanford-Burnham Center for Chemical Genomics)
